# Compound activity as filed in PubChem.
# GPR151 activ – human GPR151 activation | PathHunter beta-arrestin GPR151 cells, luminescence | activation, % at 11.2 µM | actives 1% (n = 650,000); in the data active means activation above about 4.9%;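 further: 0% = median of compound wells and 100% = cells with positive control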
# MITF primary – human MITF inhibition, primary screen; actives 0.91% (n = 650,000); O75030; AlphaScreen MITF homodimerization, bead proximity signal; AID 1259374; inhibition, % at 2.6 µM; in the data active means inhibition above about 50%;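 further: 0% = vehicle wells with protein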
# FBW7 activator – human FBW7 E3 ligase activation, primary screen. actives 0.13% (n = 650,000). Q969H0. AlphaScreen FBW7–phospho-cyclin E peptide binding, activator screen. normalized activity (activation), % at 26.1 µM; in the data active means normalized activity above about 1.9%;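 further: purified mutant Fbw7 with reduced substrate affinity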
# Target sequence (Q969H0 whole entry, looked up): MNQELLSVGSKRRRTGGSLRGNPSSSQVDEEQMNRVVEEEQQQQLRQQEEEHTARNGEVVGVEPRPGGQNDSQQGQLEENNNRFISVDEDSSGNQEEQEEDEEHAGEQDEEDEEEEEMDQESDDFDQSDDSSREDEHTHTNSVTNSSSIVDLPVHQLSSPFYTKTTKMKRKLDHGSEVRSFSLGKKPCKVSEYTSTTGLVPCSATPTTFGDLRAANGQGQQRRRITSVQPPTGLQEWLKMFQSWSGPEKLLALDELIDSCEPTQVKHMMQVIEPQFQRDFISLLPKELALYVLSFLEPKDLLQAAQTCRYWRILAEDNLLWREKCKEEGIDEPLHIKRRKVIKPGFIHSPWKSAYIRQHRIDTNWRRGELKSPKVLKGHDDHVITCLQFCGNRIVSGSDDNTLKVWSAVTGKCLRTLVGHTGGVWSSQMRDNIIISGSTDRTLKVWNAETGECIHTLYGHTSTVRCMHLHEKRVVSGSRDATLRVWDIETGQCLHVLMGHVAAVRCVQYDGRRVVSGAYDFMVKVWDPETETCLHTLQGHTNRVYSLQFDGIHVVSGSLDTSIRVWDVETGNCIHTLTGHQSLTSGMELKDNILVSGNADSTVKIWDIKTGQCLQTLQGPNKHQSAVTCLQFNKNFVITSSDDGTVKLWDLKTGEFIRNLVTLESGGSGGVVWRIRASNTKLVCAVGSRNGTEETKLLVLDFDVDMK
# TEAD-YAP inh – TEAD-YAP interaction inhibition | actives 1.4% (n = 640,000) | inhibition, % at 9.12 µM | HEK-TIYL cells, TEAD-Gal4/YAP UAS-luciferase luminescence; in the data active means inhibition above about 32%;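 further: 0% = median of test compound wells and 100% = reference inhibitor wells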
# The depositor's hits bear a star.
cpd	SMILES	TEAD-YAP inh	FBW7 activator
1	CC1(C)Oc2ccc3ccc(=O)oc3c2/C(=C/Nc2ccncc2)C1=O	-5.2	-0.1
2	O=[N+]([O-])c1ccccc1/C=N/Nc1nc(N2CCCC2)nc(N2CCCC2)n1	-14.5	-0.1
3	Cc1cccc(-n2nnc(C(=O)Nc3ccccc3F)c2N)c1	-49.8	-0.1
4	Cc1nc2nc(SCc3cc(=O)n4c(C)cccc4n3)nn2c(C)c1Cc1ccccc1Cl	12.1	0.0
5	Clc1cc2c(cc1-c1nc(-c3ccccc3)c(-c3ccccc3)[nH]1)OCO2	-1.0	0.1
6	CCOC(=O)c1c(NC(=O)COc2cc(C)ccc2C(C)C)sc2c1CCC(C)C2 (stereo not given)	-0.1	0.1
7	CCOC(=O)CNCc1c(C(=O)OCC)c2cc(OC)c(Br)cc2n1C	-0.5	-0.2
8	O=C(NCc1cccc(C(F)(F)F)c1)c1csc(NCc2ccc3c(c2)OCO3)n1	0.7	0.1
9	Cc1nc(SCC(=O)N2CCCCCC2)c2c3c(sc2n1)CCCC3	1.3	0.1
10	Cc1c(Nc2c([N+](=O)[O-])cc([N+](=O)[O-])cc2[N+](=O)[O-])c(=O)n(-c2ccccc2)n1C	-2.0	1.8
11	COc1ccc2oc(=O)c(C(=O)N3CCCCC3C)cc2c1 (stereo not given)	6.3	0.1
12	CCOC(=O)N1CCC(Nc2c(NC34CC5CC(CC(C5)C3)C4)c(=O)c2=O)CC1	-32.1	0.1
13	CC(=O)Oc1ccc(-c2cccc(C(=O)NC(C)(C)C)c2)cc1	-13.6	-0.2
14	O=C(OC1CCS(=O)(=O)C1)c1ccccc1[N+](=O)[O-] (stereo not given)	-1.4	-0.3
15	CCOc1ccc(N2CC(C(=O)NCCC3=CCCCC3)CC2=O)cc1 (stereo not given)	13.3	0.0

cpd	MITF primary	GPR151 activ
1	-28.5	2.5
2	-10.4	-0.6
3	-1.9	-1.6
4	16.0	2.6
5	46.7	6.6*
6	8.5	0.1
7	0.2	-0.3
8	12.9	-1.2
9	-5.6	1.5
10	18.8	-1.2
11	1.3	-0.7
12	-1.9	2.6
13	-5.6	-2.2
14	7.9	1.0
15	-2.3	1.6

# (list continues)
cpd	SMILES	TEAD-YAP inh	FBW7 activator
16	CC(C)Oc1ccc(C(=O)Nc2nnc(SCC(=O)N3CCCC3)s2)cc1	-15.1	0.1
17	Cc1ccc(CNC(=O)C(C)n2sc3ccccc3c2=O)cc1 (stereo not given)	-0.1	0.0
18	O=C(Nc1ccc(-c2nc3ccccc3[nH]2)cc1)c1ccccc1Oc1ccccc1	4.9	0.2
19	COc1cc(/C=N/N=C2\CC3CCC2(C)C3(C)C)ccc1O (stereo not given)	7.4	-0.1
20	CCN1CCN(CC(=O)Nc2ccccc2C)C(=O)C1=O	-0.6	1.2
21	Cc1ccc(NC(=O)CSc2cccc[n+]2[O-])cc1F	-9.8	0.1
22	NC(=O)C1CCN(C(=O)Cn2nc3c4ccccc4ncn3c2=O)CC1	9.1	0.2
23	Cc1cc(C)n2c(SCC(=O)NC(C)c3ccc(F)cc3)nnc2n1 (stereo not given)	-0.5	0.0
24	CSc1nccn1CC(=O)Nc1ccccc1	-6.3	-0.1
25	COC(=O)c1ccccc1S(=O)(=O)C1CCN(Cc2ccc3ccccc3c2)CC1	-5.0	0.3
26	Cc1ccc2cc3c(nc2n1)CCN(CCCc1ccccc1)C3	-5.3	0.0
27	CCOc1ccc2c(c1)/C(=C1/SC(C(C)=O)=C(c3ccccc3)S1)C(=S)C(C)(C)N2	4.0	0.0
28	CC(NC(=O)CN(C)S(=O)(=O)c1cc2c(cc1Cl)NC(=O)CO2)c1ccccc1 (stereo not given)	-2.7	-0.1
29	CC(=O)c1ccc(NC(=O)CSc2nc3sc(C)c(C)c3c(=O)[nH]2)cc1	-0.4	-0.1
30	CCN1/C(=C/c2ccc3cc(OC)ccc3[n+]2CC)Sc2ccc(OC)cc21	87.5*	-0.6

cpd	MITF primary	GPR151 activ
16	15.8	0.4
17	13.2	2.2
18	7.3	-0.2
19	2.0	-1.4
20	11.3	-0.1
21	-12.2	-1.4
22	9.0	1.4
23	4.5	0.3
24	3.0	-0.5
25	18.7	1.0
26	4.8	-0.5
27	7.4	-0.6
28	-1.4	1.1
29	-7.6	-0.4
30	30.2	3.8

# Continuation:
cpd	SMILES	TEAD-YAP inh	FBW7 activator
31	CCCCCCCC1=NN2C(=N)/C(=C/c3cccc(C)c3)C(=O)N=C2S1	-1.9	-0.1
32	Cc1ccc2nc(N3CCC(C(=O)N4CCCC(CO)C4)CC3)nc(C)c2c1 (stereo not given)	-7.1	-0.4
33	CCOC(=O)C(CC)Sc1ccc2nnc(-c3ccc(OC)c(OC)c3)n2n1 (stereo not given)	-32.6	-0.1
34	CC(C)(C)NC(=O)c1ccc(N(Cc2ccccc2)S(C)(=O)=O)cc1	1.6	-0.2
35	CC1CC(C)(C)NC(=S)N1CCC(=O)Nc1ccc2c(c1)OCO2 (stereo not given)	-13.2	-0.1
36	COc1ccc(NCCC(=O)c2ccc([N+](=O)[O-])cc2)c(OC)c1	8.8	0.2
37	COc1cccc2c(=O)c(CC=C(Cl)Cl)c(C)[nH]c12	2.9	-0.1
38	COC(=O)c1cc(Br)ccc1NC(=O)c1cccc(Cl)c1	-1.4	0.0
39	Cc1cc(NC(=O)c2ccco2)sc1C	-50.9	0.7
40	O=C(CCn1nc(-c2ccc(Cl)cc2)ccc1=O)NCCCN1CCCCCC1	-8.3	-0.4
41	Cc1cc(C)cc(NC(=O)C2CC23CCN(C(=O)c2cn(C)c4ccccc4c2=O)CC3)c1 (stereo not given)	-2.2	-0.1
42	O=C(Oc1c(C(=O)c2ccccc2)sc2ccccc12)c1ccccc1	-13.5	-0.4
43	CN(C)C(=O)CSc1nc(SCC(=O)N(C)C)n(-c2ccccc2)n1	8.4	0.2
44	c1ccc2[nH]c(CNc3cc(Nc4ccncn4)ncn3)nc2c1	-16.7	0.1
45	COc1ccc(CCNS(=O)(=O)c2ccc(-n3cnnn3)cc2)cc1OC	-1.4	0.1

cpd	MITF primary	GPR151 activ
31	-6.1	0.2
32	2.6	1.3
33	-0.5	1.9
34	-8.4	-0.3
35	8.3	0.2
36	2.8	5.2*
37	-10.7	0.3
38	-10.9	-0.5
39	3.2	-9.4
40	-16.6	-0.5
41	6.5	0.1
42	-2.7	0.1
43	13.6	4.3
44	4.7	2.4
45	11.5	-1.4

# More structures:
cpd	SMILES	TEAD-YAP inh	FBW7 activator
46	Fc1ccc(Cn2nnnc2CN2CCN(c3ccc(F)cc3)CC2)cc1	1.7	0.2
47	Cc1ccc(C(=O)c2ccc(N3CCN(C)CC3)c([N+](=O)[O-])c2)cc1	-0.2	0.2
48	N#Cc1c(NC(=O)COc2cccc(C(F)(F)F)c2)sc2c1CCC2	-1.0	0.0
49	COC(=O)c1ccc(N=C2SC(C(=O)Nc3ccccc3)CC(=O)N2C)cc1 (stereo not given)	-2.0	0.3
50	O=C(C[n+]1cccc2ccccc21)c1cccs1	-6.3	0.0
51	CCOC(=O)c1cnc(Cc2ccccc2)[nH]c1=O	-1.6	-0.1
52	CCOc1ccc(CNCc2c(C(=O)O)c(C)n(Cc3ccc(F)cc3)c2C)cc1	10.9	-0.1
53	COC(=O)CN(c1cccc(Cl)c1)S(=O)(=O)c1ccccc1	0.3	0.1
54	CC1CCC(NC(=O)c2ccc3c(=O)n(Cc4ccc5c(c4)OCO5)c(=S)[nH]c3c2)CC1 (stereo not given)	-29.2	0.4
55	O=C1CCC(=O)c2oc3ccccc3c2N1	-5.4	1.5
56	O=[N+]([O-])c1ccc(-c2noc(Cc3ccccc3)n2)cc1	-13.1	-0.2
57	O=c1c2cc3ccccc3oc-2nn1-c1ccccc1	-27.0	0.7
58	O=C(CC1NCCNC1=O)OCCCc1ccccc1 (stereo not given)	-6.7	0.1
59	CCNc1nc(NCC)n2c(SCC(=O)Nc3ccc(CC)cc3)nnc2n1	-1.6	-0.2
60	CCCCC(=O)Nc1ccc(NC(=O)c2ccc([N+](=O)[O-])cc2Cl)cc1OC	-19.9	-0.3

cpd	MITF primary	GPR151 activ
46	4.2	0.8
47	3.0	-0.9
48	-8.7	1.2
49	-4.3	0.8
50	10.0	2.2
51	-20.2	-0.8
52	11.1	0.4
53	-19.2	-0.7
54	-0.5	-0.8
55	16.3	-0.6
56	-0.3	0.0
57	20.8	-1.2
58	-12.1	0.8
59	-1.1	1.3
60	-10.1	-1.3

# Rewritten in transposed form: entries from further up
3: Cc1cccc(-n2nnc(C(=O)Nc3ccccc3F)c2N)c1
4: Cc1nc2nc(SCc3cc(=O)n4c(C)cccc4n3)nn2c(C)c1Cc1ccccc1Cl

Screen / compound no.	3	4
TEAD-YAP inh	-49.8	12.1
FBW7 activator	-0.1	0.0
MITF primary	-1.9	16.0
GPR151 activ	-1.6	2.6

# Other structures follow:
cpd	SMILES	TEAD-YAP inh	FBW7 activator
61	CCOC(=O)c1cnc2c(C#N)c(C)nn2c1-c1ccccc1	19.2	-0.1
62	COC(=O)C1=CN(C)C=C(C(=O)OC)C1c1ccc(Cl)cc1	3.0	0.4
63	Oc1ccccc1CN1CCCC(c2ccn[nH]2)C1 (stereo not given)	1.0	-0.2
64	O=C(Nc1cccc(Cl)c1)c1ccc(F)c(S(=O)(=O)N(CCc2ccccc2)Cc2ccccc2)c1	-0.5	-0.1
65	Cn1c(SCc2ccc(F)cc2)nc2ccc(C(=O)N3CCC(C(N)=O)CC3)cc21	-2.6	0.5
66	O=C(CN1Cc2ccccc2OC(c2ccccc2)C1)NCc1cnc2ccccn12 (stereo not given)	12.9	0.1
67	Cn1c(=O)c(C(=O)NCCNCCO)c(O)c2ccccc21	-20.1	-0.6
68	CCCOc1ccc(Br)cc1CC(=O)O	2.8	-0.1
69	CCOC(=O)c1c(NC(=O)C2CCCCC2C(=O)O)sc2c1CCCC2 (stereo not given)	2.5	0.0
70	CC1=C(C)CC2C(=O)N(c3cccc(C(F)(F)F)c3)C(=O)C2C1 (stereo not given)	-4.9	-0.1
71	O=C(Cn1ncc2c(=O)oc3ccccc3c21)NCCCN1CCCC1=O	-4.8	0.2
72	COc1ccc(NC(=O)CSCC(=O)Nc2ccc(C(C)C)cc2)cc1Cl	6.9	0.0
73	O=c1c2ccccc2nc(-c2ccccc2)n1Cc1ccco1	1.5	0.1
74	COc1ccc(CCNC(=O)CCCCCn2c(SCC(=O)c3ccc(Cl)cc3)nc3ccsc3c2=O)cc1OC	6.5	0.5
75	COc1cccc(-c2nnc(SCc3nc4ccccc4[nH]3)n2-c2ccccc2)c1	1.0	-0.2
76	COc1cccc(CN2CCNC(=O)C2CC(=O)NCCc2cccc(C)n2)c1OC (stereo not given)	1.6	-0.2
77	Cc1cc(Oc2ccccc2)nc(Oc2ccc(OCC(N)=O)nn2)n1	-7.3	-0.1
78	CCc1cc(=O)n(CC(=O)N2CCOCC2)c(-n2nc(C)cc2C)n1	-5.5	0.0

cpd	MITF primary	GPR151 activ
61	-3.5	-0.3
62	-7.6	0.8
63	-15.1	-0.8
64	-7.0	-1.8
65	9.4	4.0
66	0.8	1.0
67	-8.7	0.8
68	-2.0	-1.6
69	-0.3	3.3
70	-14.8	-0.1
71	-8.3	2.2
72	9.4	1.4
73	4.0	-0.3
74	1.1	-0.3
75	6.6	-1.1
76	0.2	1.2
77	-5.8	2.3
78	15.8	-1.6

# From entry 73 to 78, as listed above:
cpd	SMILES	TEAD-YAP inh	FBW7 activator
73	O=c1c2ccccc2nc(-c2ccccc2)n1Cc1ccco1	1.5	0.1
74	COc1ccc(CCNC(=O)CCCCCn2c(SCC(=O)c3ccc(Cl)cc3)nc3ccsc3c2=O)cc1OC	6.5	0.5
75	COc1cccc(-c2nnc(SCc3nc4ccccc4[nH]3)n2-c2ccccc2)c1	1.0	-0.2
76	COc1cccc(CN2CCNC(=O)C2CC(=O)NCCc2cccc(C)n2)c1OC (stereo not given)	1.6	-0.2
77	Cc1cc(Oc2ccccc2)nc(Oc2ccc(OCC(N)=O)nn2)n1	-7.3	-0.1
78	CCc1cc(=O)n(CC(=O)N2CCOCC2)c(-n2nc(C)cc2C)n1	-5.5	0.0

cpd	MITF primary	GPR151 activ
73	4.0	-0.3
74	1.1	-0.3
75	6.6	-1.1
76	0.2	1.2
77	-5.8	2.3
78	15.8	-1.6
